Assay outcomes from PubChem BioAssay.
HCMV antiviral: human cytomegalovirus inhibition | HFF cells, HCMV-luciferase reporter, 72 h; stronger effect = lower value | activity change, negative = inhibition, % at 57.5 µM | actives 4.5% (n = 410,000) | AID 1259415; in the data active = activity change below about -60%; inconclusive = no clear call, values can overlap the other calls; inactive = above about -39%
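HFF cells seeded 16 h at 37C, treated with compounds, infected with luciferase-reporter HCMV at MOI 1 PFU/cell; luciferase read at 72 h post infection, normalized to buffer-only and Salinomycin controls.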
AMA1 RON2 block: AMA1-RON2 (P. falciparum) interaction inhibition. AlphaScreen AMA1-biotinylated RON2 peptide binding. Potency, µM (top dose mostly 58.2 µM), inactives show at the highest dose activity change, negative = inhibition, usual class: inhibitors. actives 0.2% (n = 360,000). AID 720542; active = well fitted inhibition curve with a large enough effect; inconclusive = small, poorly fitted or top-dose-only effect; inactive = no such curve, though single readings can be large or run the other way;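 note: potency is the fitted concentration of half-maximal effect; 0% = vehicle wells and -100% = peptide control; nearly all actives have a fitted effect of over 45% in size; some results filed as inactive show a strong effect at the top dose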
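AMA1 (3D7) with his tag at 25 nM final met compounds first, then biotinylated RON2 peptide at 25 nM; detection used donor plus acceptor beads, 10 µg/mL apiece, read by AlphaScreen after 30 min at room temperature.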
Numbers without * were called inactive; ? = inconclusive; [ ] = another dose, or the depositor's remark. Unless noted, % is set by controls: 0 for no effect and ±100 for the full control effect. An excerpt; the hit share may differ from the screen's.

Results follow in this order: HCMV antiviral	AMA1 RON2 block
Cc1c(C(=O)NCc2cccc(C(F)(F)F)c2)sc(=O)n1Cc1ccc(C(=O)N(C)C)cc1
 : -22	-10%
COc1ccc(NC(=O)C[C@H]2C(=O)N(C3CCCCC3)C[C@@H]2C)cc1
 : -1	-6%
OC[C@@H]1CN(Cc2ccc(-c3ccccc3)cc2)C[C@H](n2cnc3c(NCc4ccncc4)ncnc32)O1
 : -91*	-8%
C[C@H](NC(=O)c1ncn2c1c(=O)[nH]c1ccccc12)c1ccccc1
 : -10	19%
CC1=C(C(=O)N2CCCCCC2)CC(CC(=O)NCc2cccc3ccccc23)C(=O)N1CCC1=CCCCC1 (stereo unspecified)
 : -13	-11%
Cc1ccc(S(=O)(=O)CCC(=O)OCCOc2ccc(Br)cc2)cc1
 : -6	23%
CCOC(=O)c1c[nH]n2c(=S)ncnc12
 : 27	85%[activator]
COc1ccc(CCC2=NCCN2C(CC(C)C)c2nc3ccccc3[nH]2)cc1 (stereo unspecified)
 : 11	9%
COCCNc1ncnc2c1ncn2[C@H]1CN(Cc2ccncc2)C[C@@H](CO)O1
 : -16	26%
CC(C)NC(=O)C1(C)CN(S(C)(=O)=O)CC(=O)N1Cc1cccs1 (stereo unspecified)
 : 21	0%
COc1ccc(CCN2C(=O)c3ccccc3C2c2nnnn2C(C)C)cc1OC (stereo unspecified)
 : -32	2%
CCCCN(C=O)c1c(CC)nc2ccc(C(=O)N3CCN(C(=O)c4ccco4)CC3)cn12
 : 10	0%
COc1ccccc1NC(=O)COC(=O)Cn1c(C)csc1=O
 : 24	34%[activator]
O=C1C(=Cc2cccc(Cl)c2)CCc2ccccc21
 : -6	9%
O=C1NC[C@H](CCCCN2C[C@H](Cc3ccc(O)cc3)N(CCc3ccccc3)C(=O)C2=O)N(CCc2ccc(O)cc2)C1=O
 : -22	0%
CC1Cc2ccccc2N1C(=O)COC(=O)c1ccco1 (stereo unspecified)
 : 9	17%
C[C@@H]1CN([C@@H](C)CO)C(=O)c2cc(C#CC(C)(C)O)cnc2O[C@@H]1CN(C)C(=O)c1ccccc1F
 : -19	8%
C#Cc1cccc(Nc2nc(NCCOC)nc3ccsc23)c1
 : 14	3%
COc1ccc(NS(=O)(=O)c2ccc(C)c(C(=O)NCCCn3ccnc3)c2)cc1
 : -28	-6%
OCC[C@@H]1C[C@H](O)[C@@H](O)[C@@]2(OCc3cc(C(F)(F)F)ccc32)O1
 : -5	-2%
O=C(Nc1ccccc1)c1cc(C2CCCCN2C(=O)c2cccs2)on1 (stereo unspecified)
 : -22	9%
Cc1ccc(Cc2c(-c3ccco3)nc3c(C)cc(Br)cn23)cc1
 : -102*	?
COc1ncccc1C(=O)N1CCCC(C(=O)Nc2cccc(-c3ccc(F)cc3)c2)C1 (stereo unspecified)
 : ?	-4%
CCCS(=O)(=O)NC(=O)C1(C)CCCN(C(=O)c2cccs2)C1 (stereo unspecified)
 : 0	-1%
CC(C)C1Cc2[nH]c(=S)[nH]c(=O)c2C(c2ccc(F)cc2)O1 (stereo unspecified)
 : -5	117%[activator]
CC1(C(=O)NS(=O)(=O)c2cccc(OC(F)F)c2)CCN1C(=O)COc1ccc(Cl)cc1 (stereo unspecified)
 : 16	-2%
CN(C)C(=O)c1ccc(NC(=O)c2cccc(-n3cnnn3)c2)cc1
 : 5	3%
CC(C)CNC(=O)C1(C)CCCN1C(=O)CCc1cccs1 (stereo unspecified)
 : 4	-9%
CC(=O)CC(c1ccc2c(c1)OCO2)c1c(O)c2ccccc2oc1=O (stereo unspecified)
 : -15	-1%
COc1ccc(-c2cc(CNc3nc(NCc4ccccc4OC)nc4ccsc34)on2)cc1
 : -22	-28%
COc1ccc(NC(=O)c2cc3ccccc3oc2=O)cc1
 : 99	-10%
Cc1cccc(NC(=O)c2ncn3c2C(=O)N[C@@H](C)C3)c1
 : -13	129%[activator]
COC(=O)C[C@@H]1OC[C@H](C)N1S(=O)(=O)c1ccc(C)cc1
 : 9	7%
O=C(c1ccco1)N1CCN(C2CN(Cc3ccc(F)cc3)S(=O)(=O)C2)CC1 (stereo unspecified)
 : 9	7%
COCCNC(=O)C1(C)CCN(Cc2csc(-c3ccc(Cl)cc3)n2)C1 (stereo unspecified)
 : -17	-1%
COc1ccc(N2CCCC2=O)cc1S(=O)(=O)N1CCOCC1
 : 35	56%[activator]
CN1CCC(N2CCN(C3CN(Cc4ccc(F)cc4)S(=O)(=O)C3)CC2)CC1 (stereo unspecified)
 : 15	13%
CCOC(=O)c1c(-c2cc(OC)c(OC)c(OC)c2)csc1NC(=O)c1ccccc1
 : -23	0%
CN1CCCC1C(O)(c1ccccc1)c1ccccc1 (stereo unspecified)
 : 24	2%
CC(=O)Nc1cccc(-c2ccnc3c2CC(C(=O)Nc2cccc(NS(C)(=O)=O)c2)O3)c1 (stereo unspecified)
 : 28	-24%
CC1=C(C(=O)N2CCCCCC2)CC(CC(=O)NCCN2CCOCC2)C(=O)N1Cc1ccccc1 (stereo unspecified)
 : 5	11%
CC1CCCCC1=NNC(=O)c1ccccc1 (stereo unspecified)
 : 9	49%[activator]
N#Cc1ccc(C(=O)N2CCCCC2c2cc(C(=O)NCc3ccccc3)no2)cc1 (stereo unspecified)
 : -4	7%
COc1ccc(-c2cnc3c(NC(C)=O)cc(-c4cccc(C(=O)N(C)C)c4)cn23)cc1OC
 : -37	26%
COc1ccc([C@H]2C[C@H](O)C[C@@H](CCn3cc(-c4ccccc4)nn3)O2)cc1
 : -20	6%
C(=C\c1ccccc1)/CN1CCN(C(c2ccccc2)c2nnnn2C2CCCC2)CC1 (stereo unspecified)
 : -5	-18%
COCCCN1C(=O)C(CC(=O)NCCc2ccccn2)CC(C(=O)N2CCCCCC2)=C1C (stereo unspecified)
 : 0	7%
COc1ccc(C(NC(=O)C2CCN(CCCOc3ccccc3)CC2)c2cccs2)cc1 (stereo unspecified)
 : -103*	-2%
COc1ccc(Nc2c(CC(C)C)nc3nc(C)cc(C)n23)cc1
 : -1	8%
CCOC(=O)[C@]12CCC=C1N(Cc1ccc(Cl)cc1Cl)C(=O)[C@H](CC(=O)NCCCN1CCCC1=O)C2
 : -6	-1%
CCCc1nc2ccc(C)cn2c1Cc1ccccc1
 : 51	23%
OC(c1cccc(Cl)c1)c1nc(-c2ccc(Cl)cc2)cs1 (stereo unspecified)
 : ?	15%
CCCCOCCCNC(=O)C[C@@H]1C[C@@]2(C(=O)OC)CCCCC=C2N(CCC2=CCCCC2)C1=O
 : -1	-4%
OC[C@@H]1CN(Cc2cccnc2)C[C@H](n2cnc3c(NC4CCCC4)ncnc32)O1
 : -35	-12%
OC[C@@H]1CN(CCN2CCOCC2)C[C@H](n2cnc3c(NCc4ccc(F)cc4)ncnc32)O1
 : 13	-2%
O=C(NCCc1ccccc1F)C1CC(=O)N(c2ccc3c(c2)OCCO3)C1 (stereo unspecified)
 : -25	-6%
Cc1cccc(C)c1NC(=O)C(C1CC1)n1c(-c2ccc(=O)[nH]c2)nc2ccccc21 (stereo unspecified)
 : 67	-6%
Cc1cn([C@H]2C[C@H](O)[C@@H](/C=C/C(=O)NCCc3ccc(S(N)(=O)=O)cc3)O2)c(=O)[nH]c1=O
 : -6	11%
CCN1C(=O)[C@H]2[C@@H](c3ccc(OC)cc3)N[C@]3(CCCN(Cc4ccc(Br)cc4)C3=O)[C@H]2C1=O
 : 25	0%
CCOc1c(Br)cc(C(=O)Nc2cccc(S(=O)(=O)N3CCOCC3)c2)cc1OC
 : -13	-4%

Profiles, quoted from the list.
COc1ccc(NS(=O)(=O)c2ccc(C)c(C(=O)NCCCn3ccnc3)c2)cc1 across the screens: HCMV antiviral = -28; AMA1 RON2 block = -6%
CCCCOCCCNC(=O)C[C@@H]1C[C@@]2(C(=O)OC)CCCCC=C2N(CCC2=CCCCC2)C1=O across the screens: HCMV antiviral = -1; AMA1 RON2 block = -4%

More compounds
structure | HCMV antiviral | AMA1 RON2 block
COC(=O)[C@@]12C[C@@H](CC(=O)NCc3ccccc3)C(=O)N(Cc3cccc4ccccc34)C1=CCC(C)(C)C2 | 4 | -3%
COc1ccc(C=C2NC(=O)NC2=O)cc1O | -13 | -5%
Cc1cc(OCC(=O)Nc2nnc(C3CC3)s2)ccc1Cl | 69 | -7%
COc1ccc(NC(=O)C2(C)Cc3c(-c4cccc(C(F)(F)F)c4)ccnc3O2)cc1OC (stereo unspecified) | -13 | -27%
CC(C)C1C(=O)N(Cc2cn(Cc3ccco3)nn2)CCS(=O)(=O)N1Cc1ccc(-c2ccccc2)cc1 (stereo unspecified) | 25 | 3%
Cc1ccc(C(O)c2ncc(-c3ccccc3)[nH]2)c(C)c1 (stereo unspecified) | -10 | ?
CC(C)n1c(=O)c2ccccc2n1CC(=O)N1CCOCC1 | -4 | 4%
O=C(Nc1nnc(-c2ccco2)o1)c1ccc(S(=O)(=O)N2CCCCC2)cc1 | ? | 147%[activator]
C(=C\c1ccccc1)/CN1CCN(C(c2ccnc3ccccc23)c2nnnn2C2CCCC2)CC1 (stereo unspecified) | -38 | -5%
CN1CCN(C2CN(Cc3cn(Cc4cccc(C(F)(F)F)c4)nn3)S(=O)(=O)C2)CC1 (stereo unspecified) | -20 | -8%
O=S1(=O)C[C@H](N2CCN(CCO)CC2)[C@@H](COCc2ccccc2)N1 | 0 | 10%
O=C(NC(c1ccc(F)cc1)c1ccc2ccccc2n1)C1CCN(CCOc2ccc(Cl)cc2Cl)CC1 (stereo unspecified) | -1 | ?
Cc1cc(Br)cn2c(CC(C)(C)C)c(C3CCCCC3)nc12 | -17 | 16%
Fc1ccc(-c2nc3ccc(Cl)cn3c2Cc2ccccc2)cc1 | 3 | -14%
O=C(C(=O)N1CCN(c2ccccc2F)CC1)c1cn(CC(=O)N2CCCC2)c2ccccc12 | -24 | 11%
O=C(c1cccs1)N1C[C@@H](n2cc(C3CC3)nn2)[C@H](O)C[C@@H]1c1ccc(Cl)cc1 | 9 | 7%
O=C(Nc1ccc(F)c(Cl)c1)c1cc(C2CCCCN2C(=O)CCCc2ccccc2)on1 (stereo unspecified) | -5 | 5%
C=C1C(=O)[C@]23C[C@H]1CCC2[C@@]1(C)C(C[C@@H]3O)[C@](C)(C(=O)O)C[C@H](O)[C@@H]1O (stereo partly specified) | -14 | 4%
COc1cccc(CNc2nc3cc(-c4ccc(C(=O)N5CCN(C)CC5)cc4)sc3c(=O)n2C)c1 | -16 | -12%
Cc1ccc(S(=O)(=O)N2[C@@H](Cc3ccccc3)CO[C@H]2CC(=O)c2cccc3ccccc23)cc1 | 6 | -4%
O=C(NCCNC(=O)c1ccc(-c2cccc(Cl)c2)o1)c1cnccn1 | -6 | 11%
CCOC(=O)C1(Cc2ccccc2)CCCN(C(=O)COc2ccccc2OC)C1 (stereo unspecified) | 11 | -9%
O=C1NCN(c2ccccc2)C12CCN(C(c1ccnc3ccccc13)c1nnnn1-c1ccc3c(c1)OCCO3)CC2 (stereo unspecified) | -11 | -3%
C[C@@H]1CN([C@H](C)CO)C(=O)c2c(c3ccccc3n2C)-c2ccccc2CO[C@H]1CN(C)C(=O)Cc1ccccc1 | 20 | 4%
O=C(N[C@H]1CC[C@H](CCNS(=O)(=O)c2ccc(Cl)cc2)O[C@@H]1CO)c1cccc(F)c1 | -101* | 0%
CCc1nc2ccc(C(=O)NCc3cccs3)cn2c1N(CC)CCN(C)C | -9 | -5%
CC(=O)Nc1ccc(C(=O)N2CCOCC2c2cc(C(=O)NCc3ccccc3)no2)cc1 (stereo unspecified) | 4 | 10%
O=C(Nc1nc(OCC(F)(F)F)cnc1/C=C\c1ccccc1)c1ccsc1 | 8 | 20%
Fc1ccc(-c2nc3ccc(Cl)cn3c2Cc2cccc(F)c2)cc1 | 0 | -2%
Cc1noc(C)c1C(=O)N1CCC1(C)C(=O)NS(=O)(=O)c1ccccc1Cl (stereo unspecified) | -5 | -7%
C#CCNC(=O)C[C@@H]1C[C@@]2(C(=O)OC)CC(C)(C)CC=C2N(CCc2ccc(OC)c(OC)c2)C1=O | ? | -4%
CCc1nc2ccc(C(=O)N3CCN(C(C)=O)CC3)cn2c1N(C=O)Cc1ccc(OC)cc1 | 78 | 22%
C=CCOc1ccc(C2NC(=O)c3ccccc3O2)cc1OC (stereo unspecified) | -11 | 0%

Entries shown so far with a furan ring, fused or not (7):
structure | HCMV antiviral | AMA1 RON2 block
CCCCN(C=O)c1c(CC)nc2ccc(C(=O)N3CCN(C(=O)c4ccco4)CC3)cn12 | 10 | 0%
CC1Cc2ccccc2N1C(=O)COC(=O)c1ccco1 (stereo unspecified) | 9 | 17%
Cc1ccc(Cc2c(-c3ccco3)nc3c(C)cc(Br)cn23)cc1 | -102* | ?
O=C(c1ccco1)N1CCN(C2CN(Cc3ccc(F)cc3)S(=O)(=O)C2)CC1 (stereo unspecified) | 9 | 7%
CC(C)C1C(=O)N(Cc2cn(Cc3ccco3)nn2)CCS(=O)(=O)N1Cc1ccc(-c2ccccc2)cc1 (stereo unspecified) | 25 | 3%
O=C(Nc1nnc(-c2ccco2)o1)c1ccc(S(=O)(=O)N2CCCCC2)cc1 | ? | 147%[activator]
O=C(NCCNC(=O)c1ccc(-c2cccc(Cl)c2)o1)c1cnccn1 | -6 | 11%
